# Assay outcomes: PubChem BioAssay, several laboratories
# Rtt109 Vps75: inhibitors of C. albicans Rtt109/Vps75 HAT, primary screen, biochemical, ThioGlo CoA-SH fluorescence, plate reader. AID 540336, 2011. inhibition, % at 34.9 µM. hit rate 0.16% among 330,000. Histone acetyltransferase RTT109 (Candida albicans (strain SC5314 / ATCC MYA-2876)), …. purified Rtt109/Vps75, 4 h;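 active = inhibition of at least 50% in every replicate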
# CDK5 inh: inhibitors of human CDK5/p35 kinase, primary screen, biochemical, single concentration; Cyclin-dependent kinase 5 (Homo sapiens) + Cyclin-dependent kinase 5 activator 1 (Homo …; inhibition, % at 10 µM; hit rate 0.01% among 330,000; Recombinant CDK5/p35, ADP-Glo luminescence, 60 min;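 active = highest replicate inhibition of at least 50% and at least 75% of replicates reaching 50%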;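 also: plate controls were DMSO neutral control for no effect and GW8510 at 10 µM for full effect; many of its hits are not listed in these tables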
# Target sequence (Q00535 whole entry, looked up): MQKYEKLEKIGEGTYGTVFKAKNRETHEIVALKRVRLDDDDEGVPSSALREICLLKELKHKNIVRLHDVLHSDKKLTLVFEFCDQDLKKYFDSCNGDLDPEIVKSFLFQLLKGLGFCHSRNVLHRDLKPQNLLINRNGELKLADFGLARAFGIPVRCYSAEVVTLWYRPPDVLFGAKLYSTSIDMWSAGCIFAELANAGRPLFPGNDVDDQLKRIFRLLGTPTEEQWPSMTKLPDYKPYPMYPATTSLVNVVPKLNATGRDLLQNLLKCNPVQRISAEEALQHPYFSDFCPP
# Target sequence (Q15078 whole entry, looked up): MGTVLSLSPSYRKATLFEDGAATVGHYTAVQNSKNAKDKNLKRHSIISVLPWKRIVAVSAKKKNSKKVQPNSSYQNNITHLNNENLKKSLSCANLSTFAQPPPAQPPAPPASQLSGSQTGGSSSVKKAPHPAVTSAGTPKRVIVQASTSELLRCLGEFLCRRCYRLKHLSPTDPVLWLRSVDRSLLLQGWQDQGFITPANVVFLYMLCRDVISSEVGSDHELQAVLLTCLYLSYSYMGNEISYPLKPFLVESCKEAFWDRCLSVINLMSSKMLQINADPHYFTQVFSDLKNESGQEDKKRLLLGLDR
# PvdQ inh: P. aeruginosa PvdQ acylase inhibitors, primary screen, biochemical, fluorescence, plate reader and imaging, single point | purified PvdQ acylase | inhibition, % at 10 µM | hit rate 0.063% among 340,000; in the data active = inhibition above about 30%, passing the limit was not always enough;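 also: 0% = vehicle neutral wells and 100% = reference inhibitor wells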
# Wnt bcat act: Wnt/beta-catenin pathway activators, primary screen, cell-based, plate reader, single point. Wnt/beta-catenin reporter cell assay, activator. activation, % at 9.35 µM. hit rate 1.2% among 300,000; in the data active = activation above about 30%, passing the limit was not always enough;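 also: 0% = neutral control wells and 100% = positive control wells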
# MITF act: activators of MITF-driven TRPM1 promoter reporter, primary screen, cell-based, SK-MEL-5, luciferase, single point. AID 588334, 2011. hit rate 0.75% among 300,000. activation, % at 12.5 µM. SK-MEL-5 TRPM1-promoter luciferase, 24 h; % of positive control, neutral wells = 0;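 active = mean activation of at least 80% with every replicate also reaching 80%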;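 also: 0% = neutral control wells and 100% = parthenolide positive control wells; values of inactives mirror those of a sister screen read the other way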
# dFosB act: activators of delta FosB homodimer, primary screen, biochemical, fluorescence polarization, TAMRA-CDK5 oligo, single point | hit rate 0.99% among 340,000 | Protein FosB (Mus musculus), P13346 | activation, % at 25 µM | purified delta FosB; percent of positive-control signal above neutral wells;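 active = mean activation above about 17%, with every replicate also reaching it, limit read from the data, passing the limit was not always enough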;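 also: fluorescence polarization rise as delta FosB binds a TAMRA Cdk5 AP-1 oligo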
# Target sequence (P13346 whole entry, looked up): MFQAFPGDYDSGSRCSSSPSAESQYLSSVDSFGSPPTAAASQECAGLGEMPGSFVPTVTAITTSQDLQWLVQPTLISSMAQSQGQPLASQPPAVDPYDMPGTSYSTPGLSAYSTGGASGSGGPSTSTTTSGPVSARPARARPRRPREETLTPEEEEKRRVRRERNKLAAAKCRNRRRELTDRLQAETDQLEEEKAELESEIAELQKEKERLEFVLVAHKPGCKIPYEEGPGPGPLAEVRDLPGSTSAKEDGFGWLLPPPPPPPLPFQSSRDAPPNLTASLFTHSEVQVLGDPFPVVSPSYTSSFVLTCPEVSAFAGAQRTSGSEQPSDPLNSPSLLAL
# SR-BI DiI-HDL act: activators of SR-BI mediated DiI-HDL uptake, primary screen, ldlA[mSR-BI] CHO cells, DiI fluorescence. 3 h; 100 = double the neutral-control signal. activation, % at 12.5 µM. hit rate 0.096% among 320,000. AID 504775, 2011;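 active = mean replicate activation of at least 60% and every replicate at or above 60%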;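 also: 0% = median plate neutral-control signal and 100% = twice that signal; values of inactives mirror those of a sister screen read the other way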
#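 Material: SR-BI-overexpressing, LDLR-lacking CHO cells | Dosing: Single compound concentration, delivered by pin transfer | Probe or stimulus: Labelled HDL, 10 µg/mL | Signal: Bottom-read cell fluorescence after medium removal, ex 550/em 595 nm | Schedule: 3 h, 37 °C | Evaluation: HDL uptake via cellular fluorescence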
# SR-BI DiI inh: inhibitors of SR-BI mediated HDL lipid uptake, primary screen, ldlA[mSR-BI] cells, fluorescence, single point; Scavenger receptor class B member 1 (Mus musculus), Q61009; ldlA[mSR-BI] CHO cells, DiI-HDL uptake fluorescence, 3 h; inhibition, % at 12.5 µM; hit rate 0.96% among 320,000; AID 488896, 2010;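 active = mean replicate inhibition of at least 70% and a set share of replicates each scoring 70 or more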;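 also: 0% = median of neutral control wells and 100% = median of positive control wells; values of inactives mirror those of a sister screen read the other way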
# HTR5A ag ctr: HTR5A agonists in luminescence cell assay, primary screen, counter-screen for OPRM1-OPRD1 heterodimer agonist project, full-deck HTS; 5-hydroxytryptamine receptor 5A (Homo sapiens), P47898; cell-based; activation, % at 9.3 µM; hit rate 0.61% among 340,000; AID 504692, 2011; in the data active = activation mostly above about 9.5%, no sharp cut-off; inactive = mostly below about 7.6%;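 also: 0% = cells with vehicle only and 100% = reference agonist; strong numbers were not always called active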
# RTF Ca sens act: cardiac RTF calcium sensitivity activators, primary screen, biochemical, IANBD-TnC fluorescence, EC20 calcium; IANBD-labeled TnC RTF fluorescence at EC20 calcium; 0% EC20 calcium, 100% full calcium; activation, % at 7.2 µM; hit rate 0.24% among 340,000; AID 493008, 2010;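 active = activation above the mean over all tested compounds plus 3 SD, cut at about 30% in these data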;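 also: rise in fluorescence read as greater calcium sensitivity of cardiac thin filaments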
# Numbers without * were called inactive; nt = no result given. Some of the compounds tested. The share of hits here may be higher or lower than overall.
SMILES	Rtt109 Vps75	CDK5 inh	PvdQ inh	Wnt bcat act	MITF act	dFosB act	SR-BI DiI-HDL act	SR-BI DiI inh	HTR5A ag ctr	RTF Ca sens act
Cc1ccc(N2C(=O)CC(=O)NC2=O)cc1	16	-1.3	-4	-3	-1	-1	7	-7	-1	2
O=C(O)C1C2CCC(O2)C1C(=O)Nc1ccc(Cl)cc1 (stereo not drawn)	-3	-1.2	-11	-4	1	2	-2	2	nt	nt
CC1=CC(C)CC(C)OC(=O)CC(c2ccc(O)cc2)NC(=O)C(Cc2c(Br)[nH]c3ccccc23)N(C)C(=O)C(C)NC(=O)C(C)C1 (stereo not drawn)	-2	-1.9	-11	-11	nt	-9	39	-39	5	-10
CCN(CC)C(=O)c1ccc(NC(=O)CN2CCc3cc(OC)c(OC)cc3C2)cc1	-7	2.5	-22	0	-2	-10	-8	8	-1	-3
O=C(CSC1c2ccccc2-c2ccccc21)N/N=C/c1ccccc1C(=O)O	nt	-0.1	-5	0	6	-2	13	-13	-2	5
O=[As](O)(O)c1ccc(N=Nc2ccc(O)cc2)cc1	-4	-0.5	-10	-2	5	4	1	-1	3	-2
COc1cccc(C(=O)C2CCCN(Cc3cccc(C)n3)C2)c1 (stereo not drawn)	3	-0.3	-4	-15	-4	1	21	-21	2	-3
NC(N)=N/N=C/c1ccc(N2CCOCC2)cc1	-7	-0.7	-11	-1	12	0	3	-3	-1	2
O=C(Nc1ccc(OC(=O)N2CCCCC2)cc1)N1CCOCC1	3	-1.0	1	-15	-68	2	12	-12	5	3
COC(=O)Cn1cc(C=C2C(=O)NC(=O)NC2=O)c2ccccc21	-12	-1.8	8	2	-9	-7	21	-21	0	-4
CC12CC1(C)C(=O)N(c1cc(Cl)cc(Cl)c1)C2=O (stereo not drawn)	-6	-0.5	6	-2	-5	11	-25	25	5	-5
CC(=O)c1cccc(NC2=NCC(C)S2)c1 (stereo not drawn)	-8	0.4	15	6	6	7	12	-12	3	-4

# Later entries:
SMILES	Rtt109 Vps75	CDK5 inh	PvdQ inh	Wnt bcat act	MITF act	dFosB act	SR-BI DiI-HDL act	SR-BI DiI inh	HTR5A ag ctr	RTF Ca sens act
O=C1NC(=O)N(CCc2ccc(F)cc2)C(=O)/C1=C/c1cccs1	5	-0.6	12	9	-16	-1	12	-12	4	0
CC(=NCCc1ccccc1)c1c(O)n(C)c(=O)n(C)c1=O	-8	-3.7	-9	3	2	2	1	-1	2	11
O=C(CCCCCn1c(=S)[nH]c2ccccc2c1=O)N1CCC2(CC1)OCCO2	-4	1.8	-16	nt	0	-8	1	-1	6	1
OCC[N+]12CCC(CC1)C(C(O)(c1ccccc1)c1ccccc1)C2 (stereo not drawn)	-11	0.3	-14	-2	-11	-4	-6	6	1	0
COCCN1C(=O)NC(=O)/C(=C\c2ccc(F)cc2)C1=O	-1	-2.3	-8	0	-4	0	-2	2	2	3
CC(=O)Nc1ccc(OC(=O)N2CCCCC2)cc1	2	-0.5	-7	4	-6	2	24	-24	-2	-2
CN1CC(C(=O)c2ccc(Cl)cc2)C(c2ccc(N(C)C)cc2)C1 (stereo not drawn)	9	0.9	2	-1	28	-7	7	-7	-1	-2
O=P1(NCCCl)OCCCN1CCCl (stereo not drawn)	-9	0.9	-1	3	17	3	2	-2	-4	-1
O=c1c2ccccc2nc(CSc2ncnc3nc[nH]c23)n1-c1ccccc1	15	-0.8	6	5	-6	-9	12	-12	3	-2
COC(=O)[C@@H](N)CCCN=C(N)N[N+](=O)[O-]	-3	-0.3	-2	10	-7	1	5	-5	2	-6
COCCNC(=O)c1c(NC(=O)c2ccco2)n(Cc2ccccc2)c2nc3ccccc3nc12	-288	0.9	-15	nt	-16	-18	4	-4	-4	7
CCCCCCn1c(O)c(C=NC2CCN(Cc3ccccc3)CC2)c(=O)[nH]c1=O	1	1.1	-9	nt	-13	1	14	-14	3	-3

# Following part:
SMILES	Rtt109 Vps75	CDK5 inh	PvdQ inh	Wnt bcat act	MITF act	dFosB act	SR-BI DiI-HDL act	SR-BI DiI inh	HTR5A ag ctr	RTF Ca sens act
N[C@@H](Cn1oc(=O)[nH]c1=O)C(=O)O	-6	-0.2	-3	1	1	3	8	-8	0	2
COc1ccc(NC(=O)[C@@H](NC(=O)N2C[C@H]3C[C@@H](C2)c2cccc(=O)n2C3)C(C)C)cc1	1	0.2	-1	-6	nt	2	4	-4	5	0
Cc1ccccc1CCNCc1cc2cccc(C)c2[nH]c1=O	13	1.2	1	1	nt	0	1	-1	6	5
CN1CCN(C(=O)COc2ccc(S(=O)(=O)N(C)Cc3ccccc3)cc2)CC1	nt	1.7	5	-1	2	-3	1	-1	-4	3
Cc1cccc(C)c1OP(N)(=O)OCC(F)(F)F (stereo not drawn)	-6	1.1	-5	6	4	3	5	-5	2	-1
CC1C2Cc3ccc(O)cc3[C@]1(C)CCN2CCc1ccccc1 (stereo partly drawn)	-4	0.1	-11	0	9	-8	8	-8	-2	-2
FC(F)(F)c1cccc(C2NCc3ccccc3-n3cccc32)c1 (stereo not drawn)	nt	-1.2	4	-2	-17	-3	-11	11	3	-3
CN1C(=O)NC(=O)C(C)(C2=CCCCC2)C1=O (stereo not drawn)	9	1.3	-12	0	100*	3	6	-6	0	-2
COc1ccc(S(=O)(=O)N2CC3CC(C2)c2cccc(=O)n2C3)cc1 (stereo not drawn)	4	1.0	-4	-1	1	-1	-9	9	-3	0
CCOc1cc2c(cc1OCC)-n1cccc1C(c1cccc([N+](=O)[O-])c1)NC2 (stereo not drawn)	-1	0.5	-8	-3	-14	-11	-39	39	0	-5
O=c1[nH]c(O)c(/C=C2\C=NN=C2c2ccccc2)c(=O)[nH]1	-1	-0.7	-12	-1	2	0	11	-11	3	-3
O=c1c2ccccc2nc(-c2ccccc2)n1-n1cccc1	-2	0.3	-8	nt	15	-6	12	-12	-6	-2

# Remaining list, next part
SMILES	Rtt109 Vps75	CDK5 inh	PvdQ inh	Wnt bcat act	MITF act	dFosB act	SR-BI DiI-HDL act	SR-BI DiI inh	HTR5A ag ctr	RTF Ca sens act
COc1ccc(CCNCc2cccn2C)cc1OC	-7	-0.4	-6	1	9	-3	-1	1	2	-4
COc1ccc(NC(=O)c2cc([N+](=O)[O-])ccc2N2CCNCC2)cc1	-2	-0.4	2	-1	1	4	-22	22	1	2
C[C@]12CCC3[C@@H](CC[C@H]4C[C@@H](O)CC[C@]34C)C1CCC2=O (stereo partly drawn)	-10	0.7	4	0	-6	-11	28	-28	4	-4
O=C(O)c1cccc(NC(=O)N2C[C@H]3C[C@@H](C2)c2cccc(=O)n2C3)c1	-4	-1.3	-14	0	-3	6	1	-1	3	-3
CCOP(=O)(OCC)C(O)c1ccc(N(C)C)cc1 (stereo not drawn)	-1	1.7	-11	-2	nt	-1	19	-19	0	-1
CN1CCN(Cc2ccc3ccccc3c2)CC1	-4	-0.5	-15	1	nt	-4	24	-24	10	-2
c1ccc2c(c1)cc1ccc3cccc4ccc2c1c34	-6	-2.5	-5	0	-3	-10	-20	20	0	-5
CCOP(=O)(OCC)C(NC(=O)c1ccc(C)cc1)=C(Cl)Cl	-15	-0.5	-8	-1	-3	3	47	-47	2	2
CC(C(=O)c1ccc2ccccc2c1)N1CCCCC1 (stereo not drawn)	-5	-5.6	13	0	-2	-2	6	-6	3	0
Cc1c(N=Cc2c(O)n(CCc3ccc(F)cc3)c(=O)[nH]c2=O)c(=O)n(-c2ccccc2)n1C	0	-1.0	-9	-2	-4	0	-16	16	4	3
COc1ccc(-n2c(O)c(C=NCCN(C)C)c(=O)[nH]c2=O)cc1	8	-5.8	-2	2	-14	3	6	-6	-1	6
Cc1cc(Oc2ccc(C(F)(F)F)cc2[N+](=O)[O-])c2c3c(c(=O)oc2c1)CCCC3	2	2.7	10	-2	-1	-10	-10	10	0	-5

# (further entries)
SMILES	Rtt109 Vps75	CDK5 inh	PvdQ inh	Wnt bcat act	MITF act	dFosB act	SR-BI DiI-HDL act	SR-BI DiI inh	HTR5A ag ctr	RTF Ca sens act
C#C[C@]1(O)CCC2C3CCC4=C/C(=N/OCC(=O)NC(C)C(=O)NC(CCSC)C(=O)O)CC[C@]4(C)C3CC[C@@]21C (stereo partly drawn)	-4	-0.6	-2	-2	-10	-3	nt	nt	3	3
CN(C)c1ccc(C(=O)c2ccc(N(C)C)cc2)cc1	1	2.5	-2	nt	31	-1	-12	12	4	-3
O=C(C(=O)N1CCOCC1)c1cn(Cc2ccccc2Cl)c2ccccc12	3	0.6	-4	3	9	-10	nt	nt	2	0
Oc1c(Cl)c(Cl)c(Cl)c(Cl)c1Cl	-1	-0.3	-3	-3	3	0	3	-3	0	-4
Cc1c(NP(=S)(C(C)(C)C)C(C)(C)C)c(=O)n(-c2ccccc2)n1C	5	0.3	-7	-12	3	1	22	-22	-1	3
O=C(Nc1cccc(OC(=O)N2CCCCC2)c1)N1CCOCC1	1	-1.0	4	-1	-7	-7	9	-9	3	6
O=C(NCc1cccnc1)C(Cl)(Cl)Cl	-3	0.3	2	1	8	-9	-1	1	4	0
COC(=O)C1=C(c2ccc(C(C)=O)cc2)C[C@@H]2CC[C@H]1N2C(=O)NCCCOC(C)C	1	1.8	-7	19	11	-9	11	-11	0	1
O=C(NCCN1CCOCC1)c1ccc(Cl)nc1	15	-1.4	2	0	12	5	3	-3	4	2
CC1C(OC(=O)CCC(=O)NC(C)(C)CO)O[C@H]2OC3(C)CC[C@H]4[C@H](C)CCC1C24OO3 (stereo partly drawn)	-9	1.9	-7	-10	-39	-8	-4	4	3	2
O=C1NC(=O)N(Cc2ccco2)C(=O)/C1=C/C=C/c1ccco1	-2	-4.3	5	4	-94	-14	nt	nt	-2	1

# Single values from the list.
# Under Wnt bcat act, O=C(C(=O)N1CCOCC1)c1cn(Cc2ccccc2Cl)c2ccccc12 is listed with 3
# Under Rtt109 Vps75, O=C(NCCN1CCOCC1)c1ccc(Cl)nc1 is listed with 15

# Structures listed so far with a nitro group on carbon:
SMILES	Rtt109 Vps75	CDK5 inh	PvdQ inh	Wnt bcat act	MITF act	dFosB act	SR-BI DiI-HDL act	SR-BI DiI inh	HTR5A ag ctr	RTF Ca sens act
CCOc1cc2c(cc1OCC)-n1cccc1C(c1cccc([N+](=O)[O-])c1)NC2 (stereo not drawn)	-1	0.5	-8	-3	-14	-11	-39	39	0	-5
COc1ccc(NC(=O)c2cc([N+](=O)[O-])ccc2N2CCNCC2)cc1	-2	-0.4	2	-1	1	4	-22	22	1	2
Cc1cc(Oc2ccc(C(F)(F)F)cc2[N+](=O)[O-])c2c3c(c(=O)oc2c1)CCCC3	2	2.7	10	-2	-1	-10	-10	10	0	-5
